# inhibitors of VEEV: inhibitors of VEEV TC-83 cytopathic effect, confirmation, Vero cells (AID 588727). Vero cells, VEEV TC-83 cytopathic effect inhibition; higher % means a stronger effect. inhibition, % at 20 µM; hits with a dose series show IC50 in µM. 350,000 compounds, 0.13% hits; in the data active = a potency from the dose series; inconclusive = inhibition mostly from about 14% at the one dose, without a potency; inactive = the rest, 99 in 100 with inhibition below about 12%; note: strong numbers were not always called active
# M. tuberculosis HTS: M. tuberculosis growth inhibition, HTS (AID 449762) | M. tuberculosis H37Rv growth inhibition, 7H9 media; higher % means a stronger effect | inhibition, % at 25 µM; hits with a dose series show IC50 in µM | 330,000 compounds, 0.59% hits; in the data active = a potency from the dose series; inconclusive = inhibition above about 70% without an active follow-up result;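 note: bacterial growth assessed after seven days of incubation; strong numbers were not always called active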
# H1N1 NS1A inhibition: H1N1 influenza NS1A inhibitors, functional cell based assay (AID 504329). NS1A functional cell-based assay, percent inhibition; higher % means a stronger effect. inhibition, % at 12.5 µM; hits with a dose series show IC50 in µM. 340,000 compounds, 0.3% hits; in the data active = a potency from the dose series; inconclusive = inhibition above about 27% without an active follow-up result; note: strong numbers were not always called active
# M. tuberculosis: growth inhibition of non-replicating M. tuberculosis (AID 488890) | 320,000 compounds, 0.39% hits | inhibition, % at 25 µM; hits with a dose series show IC50 in µM | Mycobacterium tuberculosis non-replicating, growth inhibition; higher % means a stronger effect; in the data active = a potency from the dose series; inconclusive = inhibition mostly from about 82% at the one dose, without a potency; inactive = the rest, 99 in 100 with inhibition below about 76%;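 note: plate controls were DMSO cells for no effect and high antibiotic wells for full effect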
# PhoP GFP inhibition: PhoP regulon inhibitors, Salmonella typhi PhoP promoter GFP reporter, confirmatory (AID 1850) | Salmonella Typhi PhoP-promoter GFP reporter, fluorescence, 4 h; higher % means a stronger effect | inhibition, % at 50 µM; hits with a dose series show IC50 in µM | 310,000 compounds, 0.33% hits; in the data active = a potency from the dose series; inconclusive = inhibition mostly from about 25% at the one dose, without a potency; inactive = the rest, 99 in 100 with inhibition below about 19%;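 note: 0% = induced wells with vehicle and 100% = uninduced wells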
# inhibitors of VEEV 10K pilot screen: recorded beside inhibitors of VEEV, whose call it bears; inhibition, %; measured here: 10K pilot screen inhibition
# The depositor's hits bear a star; i = inactive; ? = inconclusive; / = not tested or not shown.
SMILES,inhibitors of VEEV,M. tuberculosis HTS,H1N1 NS1A inhibition,M. tuberculosis,PhoP GFP inhibition,others
O=C1NC(c2ccccc2)=C(c2nc3ccccc3s2)C(c2ccccc2)N1 (stereo not given),i,?,9%,11%,5%,
Cc1c(C(=O)O)sc(S(=O)(=O)N2CCN(C(=O)Cc3ccccc3Cl)CC2)c1C(=O)O,1.2%,-2%,-17%,3%,/,
CCCCNC(=O)CCn1c(=O)c2ccccc2n(Cc2cc(C)ccc2C)c1=O,1.0%,-1%,5%,-16%,-3%,
Cc1ccc(-n2nc(C(=O)NCc3ccco3)c3c4ccccc4n(C)c3c2=O)cc1,8.4%,8%,1%,-7%,-2%,
CCCN1CCN(C(=O)c2nn(-c3ccc(OC)cc3)c(=O)c3c2c2ccccc2n3C)CC1,0.1%,1%,-2%,6%,8%,
CC(C)(C)C1CCC(OCC(O)CN2CCCC2)CC1 (stereo not given),0.8%,-1%,-9%,17%,-9%,
O=C(N/N=C/c1ccc(O)c(O)c1)c1ccc(CSc2cccc3cccnc23)cc1,0.7%,-2%,5%,3%,-6%,
O=C1C(Cc2ccc(O)cc2)NC(=S)N1Cc1ccccc1 (stereo not given),3.7%,-4%,1%,1%,-24%,
CC1=C(C(N)=O)C(c2ccccc2)n2nc(-c3cccc(C)c3)nc2N1 (stereo not given),0.3%,-15%,0%,6%,3%,
O=C(O)CCCN1C(=O)/C(=C/C=C/c2ccco2)SC1=S,5.0%,2%,-26%,-1%,2%,

# Reprinted from the part before: two compounds; new compounds follow.
SMILES,inhibitors of VEEV,M. tuberculosis HTS,H1N1 NS1A inhibition,M. tuberculosis,PhoP GFP inhibition,others
CC1=C(C(N)=O)C(c2ccccc2)n2nc(-c3cccc(C)c3)nc2N1 (stereo not given),0.3%,-15%,0%,6%,3%,
O=C(O)CCCN1C(=O)/C(=C/C=C/c2ccco2)SC1=S,5.0%,2%,-26%,-1%,2%,
COc1ccc(CC(=O)OCC(=O)NC2CCCC(C)C2C)cc1 (stereo not given),1.6%,7%,-14%,39%,/,
COc1ccc(NC(=O)CCc2nc3ccccc3c(=O)[nH]2)cc1S(=O)(=O)N1CCCCC1,4.9%,-6%,-9%,-6%,/,
Cc1cccc(NC(=O)C(C)OC(=O)c2ccccc2NS(=O)(=O)c2cc(C)c(C)c([N+](=O)[O-])c2)c1 (stereo not given),1.1%,0%,-3%,4%,-7%,
CC1CCN(C(=O)c2ccc3c(c2)NC(=O)CN3)CC1,/,1%,/,6%,-4%,
Cc1ccnc(NS(=O)(=O)c2ccc(NC(=O)c3oc4ccccc4c3C)cc2)n1,2.8%,-14%,-7%,15%,-1%,
Nc1nc(SCC(=O)Nc2ncc(Cl)cc2Cl)n[nH]1,0.2%,-1%,-5%,0%,/,
COc1ccc(C(=O)Nc2ccc(O)cc2C(=O)O)cc1,2.2%,5%,0%,4%,-5%,
Cc1ncc(CO)c2c1Oc1nc(-c3ccccc3)nc(SCC(=O)N3CCOCC3)c1C2,12%,-6%,17%,-8%,-7%,
NC(=O)C(c1ccccn1)c1ncc(C(F)(F)F)cc1Cl (stereo not given),0.9%,-7%,3%,-8%,3%,
O=C(C1Cc2ccccc2CN1S(=O)(=O)c1ccc(F)cc1)N1CCCCCC1 (stereo not given),i,1%,-4%,12%,/,
COc1ccc(C(=O)NCc2cccnc2)cc1S(=O)(=O)N1CCCc2ccccc21,1.0%,-1%,7%,14%,19%,
Fc1ccc(/C=N/n2c(C3CCCCC3)n[nH]c2=S)cc1,1.3%,3%,-6%,-5%,-3%,
COc1ccc(-c2noc(N3CCC(C(=O)Nc4ccc(F)cc4)CC3)n2)cc1,i,-7%,-7%,-12%,-11%,inhibitors of VEEV 10K pilot screen=0.6
COc1ccccc1C1C2=C(CCCC2=O)N(CC(=O)O)C2=C1C(=O)CCC2,i,-4%,6%,32%,4%,
Cc1cccc(NC(=O)CSCC(=O)Nc2ccccc2N2CCCCC2)c1,8.1%,1%,-5%,0%,5%,
O=C1CC(C(=O)Nc2ccccc2)C2(CCCC2)O1 (stereo not given),i,-7%,-1%,1%,-6%,
Cc1ccc(C(=O)Nc2cccnc2N2CCN(C)CC2)cc1,0.9%,3%,-4%,-6%,15%,
Cc1ccccc1-n1c(SCC(=O)O)nc2sc3c(c2c1=O)CCCC3,1.8%,-5%,-11%,-3%,-26%,
N#Cc1cccnc1N1CCN(C(=O)COCC(=O)O)CC1,1.3%,-6%,1%,-5%,0%,
CCC1(C)Cc2c(C#N)c(N)sc(=S)c2CO1 (stereo not given),2.5%,-6%,16%,-1%,-6%,
Cc1cc(C(=O)NCCc2ccccc2)c2cc(F)ccc2n1,0.6%,0%,-14%,13%,8%,
N#Cc1ccc(Oc2ccc(-c3nc4ccccc4nc3-c3ccccc3)cc2)cc1C#N,4.2%,6%,39%,-2%,-7%,
CCN=C1SC(C(=O)Nc2cccc(C)c2)CC(=O)N1CC (stereo not given),2.3%,4%,0%,-13%,-9%,
COc1ccc(S(=O)(=O)N(CCN2CCOCC2)Cc2cc(OC)ccc2OC)cc1,0.9%,-8%,2%,15%,3%,
CCn1c(SCC(=O)OC)nnc1-c1ccc(C)cc1,1.2%,-4%,-6%,?,-1%,
O=C(Nc1c(F)cccc1F)c1cnc(N2CCN(c3ccccn3)CC2)c2ccccc12,7.2%,?,-4%,72%,-3%,inhibitors of VEEV 10K pilot screen=12
O=C(Nc1ncc2c(n1)-c1ccccc1CC2)C1CC1,0.4%,46%,5%,18%,-4%,
COc1cc(/C=N\NC(=O)CNC(=O)c2cccc([N+](=O)[O-])c2)ccc1O,1.1%,-2%,3%,-19%,-2%,
CCOc1ccc(CCNC(=O)C2CCN(c3nn4c(=O)cc(C)nc4s3)CC2)cc1,0.3%,-5%,-8%,33%,1%,
C#C[C@]1(O)CC[C@H]2[C@@H]3CCC4=Cc5oncc5C[C@]4(C)[C@H]3CC[C@@]21C,6.3%,1%,8%,9%,-3%,
C[C@]12CCC3C(C1CCC2=O)[C@H](O)C[C@H]1C[C@@H](O)CC[C@]31C (stereo not given in full),1.1%,-6%,1%,-4%,/,
Cc1ccc(C(=O)NN2C(=O)C3C4c5ccccc5C(c5ccccc54)[C@@H]3C2=O)cc1 (stereo not given in full),i,-2%,4%,-2%,5%,
CCOc1ccccc1C1CC(=O)NC(SCC)=C1C#N (stereo not given),2.0%,-2%,0%,2%,10%,
CCOC(=O)C1(Cc2cccc(Cl)c2)CCCN(C(=O)CCSC)C1 (stereo not given),i,10%,-2%,35%,-9%,
CN(C)NC(=O)C(NC(=O)c1ccc(N)cc1)C12CC3CC(CC(C3)C1)C2 (stereo not given),1.6%,1%,4%,-25%,-7%,
COC(=O)c1ncn(C2OC(COC(C)=O)C(OC(C)=O)C2OC(C)=O)n1 (stereo not given),i,8%,5%,-9%,-3%,
Cc1ccccc1CN1CCN(CC(=O)NCc2ccccc2)CC1,i,-1%,-8%,-8%,2%,
COc1ccc(C(=O)NC2CC(C)(C)Cc3occc32)cc1 (stereo not given),1.0%,2%,4%,78%,4%,
COc1ccc(CN2CCNC(=O)C2CC(=O)N2CCCCO2)cc1OC (stereo not given),0.6%,-6%,-23%,17%,-9%,
N/C(=N\OC(=O)CC1CCCCC1)c1ccc([N+](=O)[O-])cc1,i,-2%,7%,78%,-2%,
CCOc1ccc(NC(=O)C2CC(=O)N(C(C)C)C2)cc1 (stereo not given),3.0%,-9%,2%,-3%,-5%,
C=CCOc1c(Br)cc(/C=C2/C(=O)ON=C2C)cc1OC,0.5%,6%,-10%,0%,8%,
CCCOc1ccc(/C=C2/C(=O)ON=C2C)cc1OCC,0.8%,-2%,-23%,-11%,1%,
O=C(/C=C/c1cccs1)c1ccco1,0.8%,/,3%,/,/,
O=C(NCCc1ccccc1)c1ccc(NC(=O)C2CCCCC2)cc1,i,/,-11%,/,/,
Cc1cc(OCC(=O)NCCN2CCOCC2)cc(C)c1Br,2.7%,-3%,-1%,-8%,-20%,
Cn1c(=O)c2c(nc(NCc3ccc4c(c3)OCO4)n2Cc2ccccc2F)n(C)c1=O,6.0%,3%,12%,30%,12%,
CC(=O)N1CCN(c2ccc(NC(=O)c3ccc(N4CCCC4)c([N+](=O)[O-])c3)cc2Cl)CC1,5.6%,?,-3%,29%,3%,
CCCCn1c(SCc2c(C)noc2C)nc2cc(S(N)(=O)=O)ccc21,7.1%,-5%,3%,21%,-3%,
C/C(=N/Nc1nc(-c2ccc(Cl)cc2)cs1)c1cccs1,1.4%,-5%,12%,/,-6%,
# Next section.
SMILES,inhibitors of VEEV,M. tuberculosis HTS,H1N1 NS1A inhibition,M. tuberculosis,PhoP GFP inhibition,others
COCCNC(=O)Cn1nc(-c2ccc(Cl)cc2)c2ccccc2c1=O,2.6%,14%,-2%,-14%,-6%,
Cc1ccc(Nc2n[nH]c(=S)s2)cc1F,1.0%,/,4%,/,/,
CCc1c(C)c(C#N)c2nc3ccccc3n2c1NC,0.1%,-6%,2%,-2%,-15%,
CCC(C)N(C(=O)COC(=O)c1cn(CC)c2nc(C)ccc2c1=O)C1CCS(=O)(=O)C1 (stereo not given),2.3%,-3%,3%,8%,-2%,
CC(=O)N1CC(C)Oc2ccc(S(=O)(=O)NC(CC(=O)O)c3ccc(C)cc3C)cc21 (stereo not given),1.6%,-2%,5%,-13%,-3%,
Cc1ccc(C(=O)NCc2ccco2)cc1S(=O)(=O)Nc1cccc(Cl)c1,0.8%,2%,6%,12%,16%,
COc1ccc(NS(=O)(=O)c2ccc(Cl)c(N)c2)cc1Br,2.8%,-5%,6%,-10%,0%,
CCOc1c(Cl)cc(/C=N/NC(N)=S)cc1OC,2.1%,?,2%,?,-1%,inhibitors of VEEV 10K pilot screen=1.1
CC1CCCC(C)N1S(=O)(=O)c1ccc(NC(=O)c2ccccc2C(=O)N2CCOCC2)cc1 (stereo not given),i,2%,-15%,5%,-6%,
Cc1cccc2cc(/C=C/C(=O)c3ccco3)c(Cl)nc12,6.5%,1%,/,41%,-3%,
CS(=O)(=O)Nc1ccc(-c2cn3c(n2)SCC3)cc1,0.9%,2%,-10%,-7%,0%,
c1ccc(-n2nnnc2-n2cnc3ccccc32)cc1,0.5%,-7%,0%,-10%,-3%,
CN(CC(=O)Nc1ccc(F)cc1)C(=O)CCc1nc2sc3c(c2c(=O)[nH]1)CCCC3,0.9%,41%,-10%,0%,3%,
CN(C)/C=C(/C(=O)c1ccccc1Cl)S(=O)(=O)c1ccccc1,2.4%,11%,-4%,10%,-5%,
Cc1ccccc1NC(=O)C(C)OC(=O)c1ccccc1C(=O)N(C)c1ccccc1 (stereo not given),1.1%,-2%,-5%,1%,1%,
Cc1csc(=O)n1CC(=O)OCC(=O)Nc1cc([N+](=O)[O-])ccc1Cl,5.2%,-1%,3%,-4%,-2%,
CSc1nsc(/C=C/Nc2ccc(C(=O)O)cc2)c1C#N,i,8%,17%,11%,0%,
COc1ccc(C(C(N)=O)c2ncc(C(F)(F)F)cc2Cl)cc1OC (stereo not given),0.9%,-1%,-3%,-5%,4%,
CCOc1ccc2nc(SCC(=O)NCc3ccc(S(N)(=O)=O)cc3)[nH]c2c1,0.2%,-4%,6%,22%,-4%,
CC(=O)c1ccc(OC(C)C(=O)NCC2(N3CCOCC3)CCCCC2)cc1 (stereo not given),0.0%,-5%,7%,11%,/,
c1ccc(-c2nc(N3CCCCCC3)c3ccccc3n2)nc1,5.2%,?,23µM*,73%,4%,
N/C(=N\NC(=O)c1ccccc1Cl)c1cc2ccccc2oc1=O,0.7%,5%,-2%,29%,2%,
O=C(NC1CC2CCCC(C1)N2C(=O)Nc1ccccc1)c1ccccc1 (stereo not given),i,4%,7%,2%,0%,

# Looked up by compound from the entries so far:
SMILES,inhibitors of VEEV,M. tuberculosis HTS,H1N1 NS1A inhibition,M. tuberculosis,PhoP GFP inhibition,others
CN(C)/C=C(/C(=O)c1ccccc1Cl)S(=O)(=O)c1ccccc1,2.4%,11%,-4%,10%,-5%,
COc1ccc(C(C(N)=O)c2ncc(C(F)(F)F)cc2Cl)cc1OC (stereo not given),0.9%,-1%,-3%,-5%,4%,
CN(CC(=O)Nc1ccc(F)cc1)C(=O)CCc1nc2sc3c(c2c(=O)[nH]1)CCCC3,0.9%,41%,-10%,0%,3%,
CCOc1ccc2nc(SCC(=O)NCc3ccc(S(N)(=O)=O)cc3)[nH]c2c1,0.2%,-4%,6%,22%,-4%,
Cc1ccccc1NC(=O)C(C)OC(=O)c1ccccc1C(=O)N(C)c1ccccc1 (stereo not given),1.1%,-2%,-5%,1%,1%,
CS(=O)(=O)Nc1ccc(-c2cn3c(n2)SCC3)cc1,0.9%,2%,-10%,-7%,0%,
c1ccc(-c2nc(N3CCCCCC3)c3ccccc3n2)nc1,5.2%,?,23µM*,73%,4%,

# Screens deposited in PubChem BioAssay by Southern Research Specialized Biocontainment Screening Center.
